Mac1 fbg enh: increases human CD11b/CD18 adhesion to fibrinogen; K562 CD11b/CD18 adhesion to fibrinogen, ATPlite luminescence; activation, % at 10 µM; 0.07% of 93,000 active; AID 1499;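 active = 10 µM primary screen giving 50% or more activity, confirmed by 40% or more on retest at that dose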; also: strong numbers were not always called active; reference of the scale not given here
CYP2C19 inh: inhibitors of human CYP2C19. 21% of 96,000 active. CYP2C19 Supersomes, luciferin-H EGE luminescence, 30 min. inhibition, % at 5 µM. P33261;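 active = CYP2C19 inhibition above a set limit at 5 µM in the primary screen, cut at about 50% in these data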;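 also: plate controls were negative control wells for no effect and 2.5 mM tranylcypromine positive control for full effect; values of inactives mirror those of a sister screen read the other way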
Target sequence (P33261 whole entry, looked up): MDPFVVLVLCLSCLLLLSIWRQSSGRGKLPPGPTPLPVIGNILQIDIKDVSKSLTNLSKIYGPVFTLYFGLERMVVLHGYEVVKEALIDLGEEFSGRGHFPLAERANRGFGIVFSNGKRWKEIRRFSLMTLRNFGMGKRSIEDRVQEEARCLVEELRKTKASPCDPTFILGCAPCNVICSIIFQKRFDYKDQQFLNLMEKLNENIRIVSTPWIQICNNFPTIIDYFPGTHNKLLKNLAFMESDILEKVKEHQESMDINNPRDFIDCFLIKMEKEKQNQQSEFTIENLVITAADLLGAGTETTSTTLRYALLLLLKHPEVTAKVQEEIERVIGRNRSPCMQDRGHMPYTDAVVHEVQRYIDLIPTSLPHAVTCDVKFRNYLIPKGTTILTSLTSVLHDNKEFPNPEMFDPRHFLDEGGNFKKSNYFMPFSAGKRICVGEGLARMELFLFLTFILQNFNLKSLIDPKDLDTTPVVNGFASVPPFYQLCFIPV
PTK2B oligo ant: Pyk2 (human) oligomerization antagonism | z-score (the deposit names both 25 µM and 10 µM) | Q293 cells, Pyk2 FERM NanoBiT luminescence; hits give low values | 0.83% of 99,000 active;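 active = Z-score of -3 or lower, scaled per plate to the spread of control and sample wells; inactive = z-score above -3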;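 also: negative z-score means lost luminescence so less FERM oligomerization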
MT1-MMP txn act: activates MT1-MMP transcription; HT1080 MT1-MMP promoter luciferase reporter, luminescence, overnight; hits give high values; activation factor at 10 µM; 0.16% of 86,000 active; AID 750;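 active = activation factor of at least 2 for MT1-MMP transcription at 10 µM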
Mac1 fbg inh: blocks human CD11b/CD18 adhesion to fibrinogen. P05107+P11215. K562 CD11b/CD18 adhesion to fibrinogen, ATPlite luminescence; Mn2+ added to activate the integrin. inhibition, % at 10 µM. 0.54% of 93,000 active. AID 1497;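 active = primary inhibition of 50% or more at 10 µM, then 40% or more on retest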; also: some results filed as inactive read as strong as hits
PLAP act: activators of human placental alkaline phosphatase | P05187 | purified PLAP enzyme, luminescent substrate read-out; hits give high values | activation fold at 20 µM | 1.2% of 96,000 active; in the data active = activation fold above about 2
CYP2C9 act: CYP2C9 (human) activation; activation factor at 5 µM; AID 1024; recombinant CYP2C9, luciferin-H conversion, luminescence; hits give high values; factor 1 = untreated enzyme, 0 = blocked; P11712; 1.4% of 96,000 active;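 active = activation factor of 2 or more for CYP2C9 at a 5 µM dose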;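 also: 0 = sulfaphenazole-blocked wells and 1 = vehicle-only wells; values of inactives mirror those of a sister screen read the other way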
Target sequence (P11712 whole entry, looked up): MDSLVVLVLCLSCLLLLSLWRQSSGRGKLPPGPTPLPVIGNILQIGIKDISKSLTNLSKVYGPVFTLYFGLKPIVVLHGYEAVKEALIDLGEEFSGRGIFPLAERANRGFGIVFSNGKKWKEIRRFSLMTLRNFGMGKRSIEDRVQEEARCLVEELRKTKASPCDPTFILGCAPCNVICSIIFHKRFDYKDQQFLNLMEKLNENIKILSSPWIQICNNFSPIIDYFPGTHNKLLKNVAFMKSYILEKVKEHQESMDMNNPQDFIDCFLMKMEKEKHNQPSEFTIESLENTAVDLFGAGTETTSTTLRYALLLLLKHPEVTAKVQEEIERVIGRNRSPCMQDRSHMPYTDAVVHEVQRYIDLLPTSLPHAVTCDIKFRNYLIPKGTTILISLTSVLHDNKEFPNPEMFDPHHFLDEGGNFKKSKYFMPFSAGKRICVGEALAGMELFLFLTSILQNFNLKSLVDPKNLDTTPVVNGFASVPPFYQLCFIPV
CYP2C19 activ: increases human CYP2C19 enzyme activity; activation factor at 5 µM; AID 1025; recombinant CYP2C19, luciferin-H EGE luminescence; hits give high values; 0 = fully inhibited enzyme, 1 = untreated enzyme; 96,000 tested, under 10 active; P33261;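 active = activation factor of at least 2 at 5 µM in the primary screen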;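 also: 0 = wells with 2.5 mM tranylcypromine and 1 = vehicle-only wells; values of inactives mirror those of a sister screen read the other way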
CYP2C9 inhib: human CYP2C9 inhibition. P11712. CYP2C9 Supersomes, luciferin-H conversion, luminescence. inhibition, % at 5 µM. 20% of 96,000 active;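 active = blocking of liver enzyme CYP2C9 beyond about 50% at 5 µM, limit read from the data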; also: values of inactives mirror those of a sister screen read the other way
An asterisk follows results filed as active.

`O=C(CCN1C(=O)COc2ccccc21)NCCCN1CCN(c2ccccc2F)CC1` gave Mac1 fbg enh 0, CYP2C19 inh 4, PTK2B oligo ant -0.64, MT1-MMP txn act 1.1, Mac1 fbg inh -15, PLAP act 1.1, CYP2C9 act 1, CYP2C19 activ 1 and CYP2C9 inhib 3.
`CCOC(=O)C1=C(C)NC(C)=C(C(=O)OCC)C1C(=O)OCC(=O)N1c2ccccc2CC1C` (centres undefined) gave Mac1 fbg enh 0, CYP2C19 inh 93*, PTK2B oligo ant -0.27, Mac1 fbg inh -21, PLAP act 1.6, CYP2C9 act 0, CYP2C19 activ 0.1 and CYP2C9 inhib 100*.
Screening CCCN(CC(=O)c1cc(C)n(C)c1C)S(=O)(=O)c1cccc(C(F)(F)F)c1 returned Mac1 fbg enh -3, CYP2C19 inh 76*, PTK2B oligo ant 0.03, MT1-MMP txn act 1.1, Mac1 fbg inh -13, PLAP act 1, CYP2C9 act 0.8, CYP2C19 activ 0.2 and CYP2C9 inhib 24.
Screening CN1CCN(CCCn2cnc3c(=O)oc4ccccc4c32)CC1 returned Mac1 fbg enh 4, CYP2C19 inh -5, PTK2B oligo ant -0.12, MT1-MMP txn act 1.1, Mac1 fbg inh -39, PLAP act 1.1, CYP2C9 act 1.1, CYP2C19 activ 1.1 and CYP2C9 inhib -14.
`CC(NC(=O)NC1CCCCC1)C(c1cccs1)N1CCN(C)CC1` (centres undefined) gave Mac1 fbg enh 1, CYP2C19 inh -2, MT1-MMP txn act 1.1, Mac1 fbg inh -34, PLAP act 1.1, CYP2C9 act 0.9, CYP2C19 activ 1 and CYP2C9 inhib 11.
CC(=O)Nc1cccc(NC(=O)c2sc3ncn(CC(=O)N4CCCCC4)c(=O)c3c2C)c1 was read as Mac1 fbg enh -3, CYP2C19 inh 79*, PTK2B oligo ant 0.63, MT1-MMP txn act 1.1, Mac1 fbg inh 8, PLAP act 1.4, CYP2C9 act 0.2, CYP2C19 activ 0.2 and CYP2C9 inhib 80*.
Fc1nc(N2CCCC2)c(F)c(Oc2ccccc2Oc2c(F)c(F)nc(N3CCCC3)c2F)c1F was read as CYP2C19 inh 0, PTK2B oligo ant 0.27, PLAP act 0.9, CYP2C9 act 0.8, CYP2C19 activ 1 and CYP2C9 inhib 23.
Screening COC(=O)c1c(NC(=O)COC(=O)Cn2cnc3ccccc32)sc(C)c1C returned Mac1 fbg enh -4, CYP2C19 inh -8, PTK2B oligo ant 0.75, MT1-MMP txn act 1.1, Mac1 fbg inh 4, PLAP act 1, CYP2C9 act 1, CYP2C19 activ 1.1 and CYP2C9 inhib 0.
For CN(C)C(=O)c1cc(Br)ccc1Cl the results were Mac1 fbg enh -2, CYP2C19 inh 4, PTK2B oligo ant 0.39, Mac1 fbg inh -37, PLAP act 0.8, CYP2C9 act 1.1, CYP2C19 activ 1 and CYP2C9 inhib -7.
COc1ccc(N(CC(=O)N2CCN(C)CC2)S(C)(=O)=O)cc1OC was read as Mac1 fbg enh 3, CYP2C19 inh 0, PTK2B oligo ant -0.08, MT1-MMP txn act 1, Mac1 fbg inh -41, PLAP act 1.1, CYP2C9 act 1.1, CYP2C19 activ 1 and CYP2C9 inhib -12.
For CCn1c(=O)cc(OCC(=O)NCCC(C)C)c2ccccc21 the results were Mac1 fbg enh -3, CYP2C19 inh 25, MT1-MMP txn act 1.1, Mac1 fbg inh -4, PLAP act 0.9, CYP2C9 act 1.4, CYP2C19 activ 0.8 and CYP2C9 inhib -39.
CCCC(=O)Nc1ccc(NC(=O)CCc2ccccc2)cn1 was read as Mac1 fbg enh 0, CYP2C19 inh -5, PTK2B oligo ant -0.09, MT1-MMP txn act 1.2, Mac1 fbg inh -1, PLAP act 0.9, CYP2C9 act 0.9, CYP2C19 activ 1.1 and CYP2C9 inhib 10.
Screening N#Cc1c(C(F)(F)F)cc(-c2ccccc2)nc1SCC(=O)Nc1sc2c(c1C#N)CCC2 returned CYP2C19 inh 22, PTK2B oligo ant 0.52, PLAP act 1, CYP2C9 act 0.3, CYP2C19 activ 0.8 and CYP2C9 inhib 71*.
`COc1ccc(OCCSc2nnc(CCNC(=O)c3ccc(Cl)c(Cl)c3)n2C)cc1` gave CYP2C19 inh 29, PTK2B oligo ant -0.52, PLAP act 0.9, CYP2C9 act 0.6, CYP2C19 activ 0.7 and CYP2C9 inhib 38.
Cc1ccc(C(C)C)c(OCC(=O)N2CCOCC2)c1 was read as Mac1 fbg enh 4, CYP2C19 inh 36, PTK2B oligo ant -0.16, MT1-MMP txn act 1.1, Mac1 fbg inh -14, PLAP act 1.1, CYP2C9 act 1.2, CYP2C19 activ 0.6 and CYP2C9 inhib -18.
Cc1ccc(-c2noc(CCC(=O)NCC3CCCO3)n2)cc1 (centres undefined) was read as Mac1 fbg enh -2, CYP2C19 inh -2, PTK2B oligo ant 0.78, MT1-MMP txn act 1.1, Mac1 fbg inh 6, PLAP act 0.9, CYP2C9 act 1, CYP2C19 activ 1 and CYP2C9 inhib -3.
For CCOC(=O)c1sc(NC(=O)CSc2nnc(C(C)C)n2CC)nc1C the results were Mac1 fbg enh 0, CYP2C19 inh 10, PTK2B oligo ant 0.42, MT1-MMP txn act 1.1, Mac1 fbg inh -2, PLAP act 1.3, CYP2C9 act 0.9, CYP2C19 activ 0.9 and CYP2C9 inhib 13.
`CCOc1ccccc1C1C(C#N)=C(N)Oc2cc(C)n(C)c(=O)c21` (centres undefined) gave Mac1 fbg enh -2, CYP2C19 inh 4, PTK2B oligo ant 1.4, Mac1 fbg inh -35, PLAP act 0.9, CYP2C9 act 1, CYP2C19 activ 1 and CYP2C9 inhib -3.
CCOC(=O)C(C(=O)OCC)C(C(=O)OCC)N1CCOCC1 (centres undefined) was read as Mac1 fbg enh -2, CYP2C19 inh -3, PTK2B oligo ant 2.4, MT1-MMP txn act 0.8, Mac1 fbg inh 26, PLAP act 1.4, CYP2C9 act 0.5, CYP2C19 activ 1 and CYP2C9 inhib 53*.
CCC(NC(=O)NCc1ccc2c(c1)OCO2)(C(F)(F)F)C(F)(F)F was read as Mac1 fbg enh 3, CYP2C19 inh 86*, PTK2B oligo ant -1.1, MT1-MMP txn act 1, Mac1 fbg inh 0, PLAP act 0.6, CYP2C9 act 0.5, CYP2C19 activ 0.1 and CYP2C9 inhib 52*.
For CCn1cc(C(=O)OCC(=O)Nc2cccc(S(=O)(=O)N3CCOCC3)c2)c(=O)c2ccc(C)nc21 the results were Mac1 fbg enh -1, CYP2C19 inh 37, PTK2B oligo ant 1.8, Mac1 fbg inh 2, PLAP act 1.1, CYP2C9 act 0.3, CYP2C19 activ 0.6 and CYP2C9 inhib 67*.
Screening CSc1ccc(C#N)cc1NC(=O)c1ccc(Cl)cc1Cl returned Mac1 fbg enh 1, CYP2C19 inh -1, PTK2B oligo ant 0.53, Mac1 fbg inh -12, PLAP act 0.9, CYP2C9 act 1.2, CYP2C19 activ 1 and CYP2C9 inhib -18.
CCN(CC)C(=O)N1CCC(NC(=O)c2ccccc2)CC1 was read as Mac1 fbg enh -1, CYP2C19 inh -2, PTK2B oligo ant -0.31, MT1-MMP txn act 1, Mac1 fbg inh -1, PLAP act 1, CYP2C9 act 1, CYP2C19 activ 1 and CYP2C9 inhib 2.
For O=C(CCc1nc(-c2ccccc2F)no1)NC1CCN(Cc2ccccc2)CC1 the results were Mac1 fbg enh 2, CYP2C19 inh -10, PTK2B oligo ant 0.98, MT1-MMP txn act 1.1, Mac1 fbg inh 5, PLAP act 1.7, CYP2C9 act 0.7, CYP2C19 activ 1.1 and CYP2C9 inhib 35.
`CC1CN(C(=O)c2cccc(C(=O)N3CC(C)OC(C)C3)c2)CC(C)O1` (centres undefined) gave Mac1 fbg enh -3, CYP2C19 inh 8, PTK2B oligo ant 0.2, MT1-MMP txn act 0.9, Mac1 fbg inh -16, PLAP act 1, CYP2C9 act 0.8, CYP2C19 activ 0.9 and CYP2C9 inhib 20.
For Cc1ccccc1Cn1cnc2c(nnn2Cc2ccc(F)cc2)c1=O the results were Mac1 fbg enh -2, CYP2C19 inh 12, PTK2B oligo ant 0.47, MT1-MMP txn act 1.1, Mac1 fbg inh 0, PLAP act 1, CYP2C9 act 1.6, CYP2C19 activ 0.9 and CYP2C9 inhib -63.
For CCOc1ccc(CCNC(=O)Cc2nn[nH]n2)cc1OCC the results were Mac1 fbg enh 5, CYP2C19 inh 1, PTK2B oligo ant 0, MT1-MMP txn act 1.2, Mac1 fbg inh -19, PLAP act 1, CYP2C9 act 0.9, CYP2C19 activ 1 and CYP2C9 inhib 10.
`CC(C)CC(=O)NCCc1ccncc1` gave Mac1 fbg enh -2, CYP2C19 inh 34, PTK2B oligo ant 0.21, Mac1 fbg inh -34, PLAP act 1.1, CYP2C9 act 0.8, CYP2C19 activ 0.7 and CYP2C9 inhib 20.
Screening Cc1ccc(C)c(-n2c(SCC(=O)Nc3nnc(C)s3)nnc2-c2ccoc2C)c1 returned Mac1 fbg enh -2, CYP2C19 inh 25, PTK2B oligo ant -1, MT1-MMP txn act 1.2, Mac1 fbg inh -16, PLAP act 1.2, CYP2C9 act 0.7, CYP2C19 activ 0.7 and CYP2C9 inhib 29.
`COc1ccc(-c2cn(-c3ccc(C)cc3)c(=O)n2CC(=O)Nc2ccc(OC)cc2OC)cc1` gave Mac1 fbg enh 5, CYP2C19 inh 10, PTK2B oligo ant -0.55, MT1-MMP txn act 1.1, Mac1 fbg inh 2, PLAP act 1.2, CYP2C9 act 0.8, CYP2C19 activ 0.9 and CYP2C9 inhib 17.
For Cc1ccc2occ(/C=C/C(=O)O)c(=O)c2c1 the results were Mac1 fbg enh 7, CYP2C19 inh 42, PTK2B oligo ant 0.34, Mac1 fbg inh 9, PLAP act 0.9, CYP2C9 act 0.9, CYP2C19 activ 0.6 and CYP2C9 inhib 8.
For COc1ccccc1C1C=C(c2ccc(Cl)cc2)Nc2nc(N3C(=O)CCC3=O)nn21 (centres undefined) the results were Mac1 fbg enh 1, CYP2C19 inh 5, PTK2B oligo ant -1, MT1-MMP txn act 1.1, Mac1 fbg inh -3, PLAP act 1.9, CYP2C9 act 0.8, CYP2C19 activ 1 and CYP2C9 inhib 16.
O=C(N/N=C/c1ccc(Br)o1)/C(=C/c1ccc([N+](=O)[O-])cc1)NC(=O)c1ccccc1 was read as Mac1 fbg enh -2, CYP2C19 inh 52*, PTK2B oligo ant 0.64, Mac1 fbg inh -16, PLAP act 1.4, CYP2C9 act 0.8, CYP2C19 activ 0.5 and CYP2C9 inhib 24.

Random excerpt: four records from the list, in no set order.
CCN(CC)C(=O)N1CCC(NC(=O)c2ccccc2)CC1 was read as Mac1 fbg enh -1, CYP2C19 inh -2, PTK2B oligo ant -0.31, MT1-MMP txn act 1, Mac1 fbg inh -1, PLAP act 1, CYP2C9 act 1, CYP2C19 activ 1 and CYP2C9 inhib 2.
Screening Cc1ccc(C)c(-n2c(SCC(=O)Nc3nnc(C)s3)nnc2-c2ccoc2C)c1 returned Mac1 fbg enh -2, CYP2C19 inh 25, PTK2B oligo ant -1, MT1-MMP txn act 1.2, Mac1 fbg inh -16, PLAP act 1.2, CYP2C9 act 0.7, CYP2C19 activ 0.7 and CYP2C9 inhib 29.
Screening CSc1ccc(C#N)cc1NC(=O)c1ccc(Cl)cc1Cl returned Mac1 fbg enh 1, CYP2C19 inh -1, PTK2B oligo ant 0.53, Mac1 fbg inh -12, PLAP act 0.9, CYP2C9 act 1.2, CYP2C19 activ 1 and CYP2C9 inhib -18.
For CCn1cc(C(=O)OCC(=O)Nc2cccc(S(=O)(=O)N3CCOCC3)c2)c(=O)c2ccc(C)nc21 the results were Mac1 fbg enh -1, CYP2C19 inh 37, PTK2B oligo ant 1.8, Mac1 fbg inh 2, PLAP act 1.1, CYP2C9 act 0.3, CYP2C19 activ 0.6 and CYP2C9 inhib 67*.
